Mcl-1 Bim block: inhibitors of Bim peptide binding to Mcl-1, primary screen, biochemical, bead-based flow cytometry, multiplex; AID 1009, 2008; Bim peptide-Mcl-1 binding; inhibition, % at 10 µM; Induced myeloid leukemia cell differentiation protein Mcl-1 (Homo sapiens), Q07820; 0.1% of 190,000 active; in the data active means inhibition above about 40%;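 further: 0% = no compound tracer wells and 100% = peptide blocker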
Target sequence (Q07820 whole entry, looked up): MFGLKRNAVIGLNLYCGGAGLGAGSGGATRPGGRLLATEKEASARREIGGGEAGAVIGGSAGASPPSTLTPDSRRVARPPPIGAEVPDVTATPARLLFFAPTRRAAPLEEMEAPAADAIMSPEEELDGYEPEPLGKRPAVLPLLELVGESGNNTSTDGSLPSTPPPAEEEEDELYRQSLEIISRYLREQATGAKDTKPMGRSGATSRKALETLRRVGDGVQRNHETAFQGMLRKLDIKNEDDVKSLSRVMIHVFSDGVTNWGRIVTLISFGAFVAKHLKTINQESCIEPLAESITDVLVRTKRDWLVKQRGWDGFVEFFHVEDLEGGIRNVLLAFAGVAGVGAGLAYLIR
Mcl1 Bid PPI: Mcl-1/Bid binding inhibitors, primary screen, biochemical, TR-FRET, 1536-well; Induced myeloid leukemia cell differentiation protein Mcl-1 (Homo sapiens), Q07820; TR-FRET Mcl-1/Bid-Dy647 peptide binding; inhibition, % at 21.7 µM; 0.97% of 220,000 active; AID 1021, 2008;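 active means compounds that cut the binding signal by more than half at the single screening dose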;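 further: His-tagged Mcl-1 with europium anti-His antibody binding Bid BH3 peptide; 0% = Mcl-1 plus peptide wells and 100% = peptide-only wells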
GSH fluor: compound fluorescence on glutathione beads, profiling panel, artefact control, biophysical, 488/530 nm, flow cytometry | GSH beads flow cytometry, compound fluorescence 488/530 nm; stronger effect = higher value | fluorescence (KMESF) at 10 µM | 0.25% of 190,000 active | AID 1776, 2009; in the data active means fluorescence above about 89;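 further: glutathione beads carrying GST-tagged Bcl family fusion proteins plus one bare bead set; values are compound well signal with DMSO vehicle wells as background; inactives centre near 16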
Mcl1 Noxa PPI: Mcl-1/Noxa binding inhibitors, primary screen, biochemical, TR-FRET, 1536-well. inhibition, % at 21.7 µM. 1.5% of 220,000 active. TR-FRET Mcl-1/Noxa peptide binding, 2 h. Induced myeloid leukemia cell differentiation protein Mcl-1 (Homo sapiens), Q07820;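 active means compounds that cut the protein-peptide binding signal by more than 50% relative to plate controls in a single-dose test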;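 further: His-tagged Mcl-1 with rhodamine Noxa BH3 peptide and terbium anti-His antibody; 0% = Mcl-1 plus Noxa peptide wells and 100% = peptide-only wells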
ABCB1 block: ABCB1 efflux pump inhibitors, primary screen, cell-based, multiplex, flow cytometry, ABCG2 counter-screen; CCRF-Adr cells, JC-1 efflux; inhibition, % at 6.6 µM; 0.067% of 190,000 active; in the data active means inhibition above about 40%;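 further: 0% = vehicle and 100% = reference inhibitor; higher value means more JC-1 retained so stronger ABCB1 efflux block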
ABCG2 block: ABCG2 efflux pump inhibitors, primary screen, multiplex with ABCB1, IgMXP3 cells, flow cytometry | Broad substrate specificity ATP-binding cassette transporter ABCG2 (Homo sapiens), Q9UNQ0 | JC-1 efflux | inhibition, % at 6.6 µM | 0.1% of 190,000 active;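 active means inhibition above 80%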;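 further: 0% = DMSO and 100% = nicardipine control wells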
Target sequence (Q9UNQ0 whole entry, looked up): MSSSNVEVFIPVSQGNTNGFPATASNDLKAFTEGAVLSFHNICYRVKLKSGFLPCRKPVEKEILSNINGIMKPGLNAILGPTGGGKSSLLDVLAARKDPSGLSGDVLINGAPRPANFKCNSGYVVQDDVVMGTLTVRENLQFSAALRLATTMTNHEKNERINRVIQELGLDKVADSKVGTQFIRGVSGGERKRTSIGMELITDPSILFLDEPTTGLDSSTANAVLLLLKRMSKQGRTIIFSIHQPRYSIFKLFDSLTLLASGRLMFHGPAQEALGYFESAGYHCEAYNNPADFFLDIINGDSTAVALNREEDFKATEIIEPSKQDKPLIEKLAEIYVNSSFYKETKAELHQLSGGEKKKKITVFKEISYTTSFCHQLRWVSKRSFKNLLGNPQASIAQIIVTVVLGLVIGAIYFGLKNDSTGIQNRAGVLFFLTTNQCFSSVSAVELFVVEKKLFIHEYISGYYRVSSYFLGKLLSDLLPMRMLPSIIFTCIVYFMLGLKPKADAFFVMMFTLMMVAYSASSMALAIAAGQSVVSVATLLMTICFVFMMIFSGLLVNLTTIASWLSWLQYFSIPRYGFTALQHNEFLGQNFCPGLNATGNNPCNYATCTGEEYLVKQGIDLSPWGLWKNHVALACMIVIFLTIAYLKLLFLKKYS
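Incubation: cells with compound and JC-1, 10 min at 25 °C, rotating, no wash / Test system: IgMXP3 (ABCG2) plus far-red-tagged CCRF-Adr (ABCB1) cells / Compound dosing: one concentration, 6.6 µM final / Also added: JC-1 fluorescent substrate / Evaluation: efflux inhibition in percent versus controls / Detection: flow cytometry, 530 nm JC-1 signal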
Pf gametocyte: late stage P. falciparum gametocyte viability inhibitors, primary screen, ATP luminescence, HTS; P. falciparum stage V gametocytes, 24 h; inhibition, % at 10.9 µM; 0.065% of 150,000 active;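 active means inhibition above the mean plus 3 SD of compounds within the control limits, set per campaign, cut at about 38% in these data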;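 further: 0% = DMSO wells and 100% = medium only without gametocytes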
RGS7-Gao reg: RGS7-Galphao binding modulators, primary screen, biochemical, multiplexed bead flow cytometry. 0.35% of 220,000 active. actives lie on both sides. binding response (% of control), % at 10 µM; in the data active means binding response below about 49% or above about 150%; inconclusive means no clear call, values can overlap the other calls; inactive means in between;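 further: fluorescent Galphao held in activated GDP-AlF4 state binding bead-coupled RGS7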
RGS4-Gao reg: modulators of RGS4 binding to Galphao, primary screen, biochemical, multiplexed bead flow cytometry. Guanine nucleotide-binding protein G(o) subunit alpha (Homo sapiens), P09471. actives lie on both sides. binding response (% of control), % at 10 µM. 0.33% of 220,000 active; in the data active means binding response below about 49% or above about 150%; inactive means in between;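 further: fluorescent Galphao activated with aluminum fluoride binding bead-coupled RGS4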
Avidin fluor: green autofluorescence of compounds with avidin beads – biophysical, 488/530 nm, flow cytometry, artefact control, profiling panel. compound fluorescence 488/530 nm; stronger effect = higher value. fluorescence (KMESF) at 10 µM. 0.38% of 220,000 active; in the data active means fluorescence above about 47; further: inactives centre near 10
RGS8-Gao: RGS8-Galphao binding modulators, primary screen, biochemical, multiplexed bead flow cytometry; AID 1423, 2008; actives lie on both sides; 0.34% of 220,000 active; response (percent of control binding), % at 10 µM; in the data active means response below about 60% or above about 140%; inactive means in between;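 further: Galphao activated as the GDP aluminium fluoride complex binding bead-coupled RGS8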
* hit, by the source's call; ? = inconclusive; · = no result given; [ ] = another dose, or the depositor's remark.

Each structure is followed by: Mcl-1 Bim block | Mcl1 Bid PPI | GSH fluor | Mcl1 Noxa PPI | ABCB1 block | ABCG2 block | Pf gametocyte | RGS7-Gao reg | RGS4-Gao reg | Avidin fluor | RGS8-Gao
CC1(C)CC(=O)c2cnc(N3CCc4ccccc4C3)nc2C1
 : 0 | 12 | 26 | -11 | -1.2 | 1 | 26 | 90 | 90 | 5 | 92
CC(Oc1ccccc1)C(=O)Nc1nc2c(s1)C(=O)CC(C)(C)C2 (stereo unspecified)
 : 1 | -1 | 19 | 23 | 0.8 | 4 | · | 102 | 107 | 30 | 103
COc1cccc(/C=N/NC(=O)c2c(-c3ccccc3)noc2C)c1
 : 1 | -3 | 12 | -12 | 0.5 | 4 | · | 104 | 104 | 15 | 100
COc1cc(OC)cc(-c2nc3nc(C)c(CCC(=O)O)c(C)n3n2)c1
 : 0 | -35 | 24 | 10 | 0.2 | 18 | -16 | 101 | 101 | 29 | 100
Cc1ccc(C)c(NCCC#N)c1
 : -7 | -48 | 5 | 10 | -0.1 | -6 | · | 104 | 102 | 13 | 99
COCCNC(=O)c1cc(OC)c(OC)cc1[N+](=O)[O-]
 : 1 | -2 | 14 | 15 | 0.2 | 5 | 5 | 96 | 96 | 11 | 97
COC(=O)C1=C(C)NC(=O)C1(NS(=O)(=O)c1ccc(C)cc1)C(F)(F)F (stereo unspecified)
 : 0 | -14 | 12 | 9 | -0.1 | -1 | · | 101 | 98 | 8 | 97
CCOC(=O)c1c(NC(=O)CSc2nc3ccccc3o2)sc(C(C)=O)c1C
 : -4 | -46 | 11 | -30 | 0.1 | 1 | -5 | 2.6* | 1.8* | -3 | 7.6*
COC(=O)c1ccc(N)nc1
 : 1 | -15 | 18 | 6 | 0.1 | 0 | 4 | ? | 93 | 13 | 93
Cc1c(C#N)c(SCC(N)=O)nc2c1CCCC2
 : 36 | -41 | 8 | -8 | 0.0 | 2 | -15 | 93 | 96 | 22 | 98
CCNC(=O)NC(=O)CSc1nc2ccccc2n1CC(C)C
 : -3 | -21 | 25 | 11 | 0.6 | 3 | -4 | 104 | 95 | 10 | 94
COc1ccc(/C(C)=N/OCC(=O)N2CC3(C)CC2CC(C)(C)C3)cc1 (stereo unspecified)
 : -3 | -29 | 13 | 16 | 1.3 | 15 | -3 | 276*[activator] | 304*[activator] | 1 | 282*[activator]
COc1ccc(OCCCC(=O)Nc2cccc(C(C)=O)c2)cc1
 : -4 | -19 | 12 | 7 | -0.3 | 0 | · | 96 | 96 | 8 | 100
CCCN1CCN(C(=O)Nc2ccc(OCC)cc2)CC1
 : -3 | -5 | 13 | -4 | 0.4 | 10 | -5 | 106 | 105 | 8 | 104
CS(=O)(=O)N1CCN(c2ccc(NC(=O)CSc3nnc(-c4ccco4)o3)cc2)CC1
 : 0 | -28 | 16 | 22 | 1.7 | 8 | 19 | 96 | 99 | 8 | 97
O=C(OCC(=O)N(C1CCCCC1)C1CCCCC1)c1cnccn1
 : -1 | -12 | 27 | -3 | -2.1 | -2 | · | 100 | 100 | 15 | 100
CCN=C(Nc1ccc(Cl)cc1)c1cccnc1
 : 0 | -1 | 13 | -10 | -0.2 | -1 | · | 92 | 96 | 29 | 101
O=C(Nc1nnc(-c2ccc3c(c2)OCCO3)o1)c1ccc(Cc2ccccc2)cc1
 : 0 | -57 | 16 | -20 | 0.1 | 2 | · | 96 | 95 | 6 | 98
N/C(COc1ncn(-c2ccccc2)n1)=N\S(=O)(=O)c1ccc(Cl)cc1Cl
 : 2 | -11 | 14 | 0 | 0.2 | 1 | -6 | 106 | 103 | 10 | 102
O=C(OCCC1Oc2cccnc2NC1=O)c1ccc(Cl)cc1 (stereo unspecified)
 : 0 | -20 | 22 | 1 | 0.6 | 20 | -5 | ? | 99 | 9 | 100
COCCn1nnnc1C(C(C)C)N1CCN(C(=O)c2ccco2)CC1 (stereo unspecified)
 : 0 | -6 | 23 | 10 | 1.0 | 1 | -7 | 109 | 108 | 19 | 107
CCOC(=O)c1ccc(NC(=O)Cn2nnc(-c3ccccc3F)n2)cc1
 : -1 | -3 | 2 | -3 | -0.5 | -1 | -4 | 97 | 95 | 8 | 81
O=C(Nc1ccc(F)c(F)c1)c1ccc(F)c(S(=O)(=O)N2CCOCC2)c1
 : -3 | -18 | 12 | 0 | 0.5 | 5 | · | 96 | 97 | 17 | 98
COC(=O)c1ccc(CSc2nnc(NC(=O)C3CCCO3)s2)cc1 (stereo unspecified)
 : 0 | -6 | 11 | 11 | 0.3 | 4 | · | 86 | 95 | 8 | 96
Cc1ccc(C2SCC(C(=O)O)N2C(=O)c2ccc(F)cc2)cc1 (stereo unspecified)
 : -4 | 10 | 12 | 24 | -0.1 | -1 | -5 | 102 | 102 | 4 | 103
CCCc1nc(N2CCOCC2)c2sc(=S)n(-c3ccccc3)c2n1
 : -1 | -5 | 12 | -6 | 0.1 | 0 | · | 100 | 102 | 7 | 103
C/C(=N\NC(=O)CCCC(=O)O)c1c(-c2ccccc2)c2cc(Cl)ccc2[nH]c1=O
 : · | -2 | · | 4 | · | · | -26 | · | 95 | 5 | 98
CCN(CC)CCN(C)Cc1ccc(Br)cc1
 : -1 | 45 | 12 | 13 | 0.6 | 1 | · | 99 | 99 | 10 | 100
O=C1CC(c2ccco2)Cc2nc(Nc3nc(-c4ccccc4)c4ccccc4n3)ncc21 (stereo unspecified)
 : -1 | -28 | 9 | 12 | 1.3 | 2 | 8 | 87 | 71 | 11 | 88
O=[N+]([O-])c1cc(C(F)(F)F)cc([N+](=O)[O-])c1NN=C1CCCCC1
 : 0 | -8 | 14 | 19 | 1.1 | 23 | 23 | 90 | 97 | 6 | 96
CCOC(=O)c1c(C)sc2c1N(C(=O)CN(CC)CC)c1cc(Cl)ccc1S2
 : -6 | -15 | 9 | 11 | 1.6 | 3 | · | 96 | 100 | 8 | 99
CCC(C)NC(=O)c1c(-c2cc(Cl)c(OC)c(Cl)c2)noc1C (stereo unspecified)
 : -2 | 5 | 13 | 6 | 0.6 | 6 | · | 117 | 115 | 7 | 110
O=C(c1ccc2ccccc2c1)C1CCCN(C(=O)CCn2cnnn2)C1 (stereo unspecified)
 : 0 | -17 | 17 | 5 | 0.2 | 1 | -9 | 95 | 100 | 10 | 101
Nc1nc(Cl)cc(NCCc2ccc(O)cc2)n1
 : 0 | -20 | 12 | -5 | -0.7 | 0 | 4 | ? | 102 | 12 | 99
CCOC(=O)C1CCCN(C(=O)COc2ccccc2O)C1 (stereo unspecified)
 : 0 | -28 | 5 | -10 | 0.0 | 0 | · | 102 | 101 | 8 | 100
CN1CCN(C2=Cc3ccccc3Sc3cc(F)ccc32)CC1
 : -2 | -22 | 12 | 1 | 1.4 | 6 | · | 104 | 105 | 21 | 106
CN1CCN(C(=O)/C=C\C(=O)O)CC1
 : -2 | -17 | 7 | 23 | 0.2 | 1 | -9 | 99 | 98 | 15 | 103
O=C(CCc1ccccc1)Nc1ccc(NC(=O)C2CC2)nc1
 : -1 | -4 | 10 | 9 | 0.2 | 2 | · | 109 | 111 | 22 | 108
CCOc1ccc(S(=O)(=O)NNC(=S)Nc2ccc(Br)cc2)cc1
 : -2 | -81 | 8 | -7 | -2.6 | -15 | -3 | 112 | 111 | 10 | 120
Cc1ccc(Cn2c(=O)oc3ccccc32)cc1
 : 0 | -5 | 9 | 8 | 0.2 | 1 | 6 | 103 | 99 | 25 | 103
CCn1c(CNc2ccc(F)cc2)nnc1SCC#N
 : 0 | -61 | 14 | -16 | 0.7 | 1 | 7 | 92 | 94 | 6 | 93
O=C(CCCn1cnc([N+](=O)[O-])n1)Nc1cccc2ccccc12
 : -30 | -15 | 9 | 11 | 0.4 | 3 | -6 | 106 | 103 | 21 | 114
O=C(c1cccc(S(=O)(=O)N2CCCCC2)c1)N1CCc2ccccc21
 : -2 | -13 | 9 | 22 | 1.5 | 8 | 1 | 95 | 89 | 14 | 97
Cc1ccc(-c2nc(Nc3cccc(C)c3)sc2CC(=O)O)cc1
 : 0 | -9 | 18 | -2 | -0.3 | -1 | · | 100 | 97 | 6 | 97
COCCNC(=O)C(=O)N/N=C(\C)CC(=O)Nc1ccc(Cl)cc1Cl
 : 0 | -17 | 8 | 17 | 0.6 | 1 | -11 | 99 | 103 | 3 | 101
CCN(CC)S(=O)(=O)c1ccc(N2CCCC2)c(NC(=O)c2ccncc2)c1
 : · | -23 | · | 7 | · | · | 6 | ? | 119 | 27 | 102
CCn1c(SC)nc2c(c1=O)SC(C)C2 (stereo unspecified)
 : 0 | -16 | 23 | -11 | -0.3 | 4 | 36 | 102 | 100 | 27 | 101
Cn1c(=O)c(C#N)c(-c2ccc(F)cc2)c2cc(C(=O)c3cc(Cl)cc(Cl)c3O)cnc21
 : · | -13 | · | 30 | · | · | -1 | ? | 97 | 8 | 99
O=C(C1=C[C@@H]2[C@H]3C(=O)N(c4ccccc4Cl)C(=O)[C@H]3[C@@H](C(=O)c3ccc(Cl)cc3)N2C=C1)c1ccccc1
 : -3 | -25 | 11 | 22 | 0.3 | 2 | · | 97 | 102 | 9 | 102
Cc1cccc(NC(=O)N(Cc2cc3cc(C)ccc3[nH]c2=O)CC2COCCO2)c1 (stereo unspecified)
 : 0 | -1 | 11 | -5 | 4.5 | 28 | · | 95 | 97 | 14 | 101
CCOc1cc(/C=N/N=C(N)N)ccc1OCc1ccc(Cl)cc1
 : 5 | -17 | 1 | 15 | 1.3 | 31 | -16 | 104 | 106 | 15 | 106

Compound profiles, as listed above. Screens in order: Mcl-1 Bim block | Mcl1 Bid PPI | GSH fluor | Mcl1 Noxa PPI | ABCB1 block | ABCG2 block | Pf gametocyte | RGS7-Gao reg | RGS4-Gao reg | Avidin fluor | RGS8-Gao
O=C(C1=C[C@@H]2[C@H]3C(=O)N(c4ccccc4Cl)C(=O)[C@H]3[C@@H](C(=O)c3ccc(Cl)cc3)N2C=C1)c1ccccc1 is listed with -3 | -25 | 11 | 22 | 0.3 | 2 | · | 97 | 102 | 9 | 102
CCn1c(SC)nc2c(c1=O)SC(C)C2 (stereo unspecified) is listed with 0 | -16 | 23 | -11 | -0.3 | 4 | 36 | 102 | 100 | 27 | 101

Screens (PubChem)
